LGR2 antag = inhibitors of bursicon-induced LGR2 CRE-luciferase signal, primary screen, cell-based, HEK293, CRE-luciferase reporter, bursicon stimulation | Drosophila bursicon receptor LGR2 (rickets) | bursicon-stimulated, 4 h | inhibition, % at 9.99 µM | 380,000 tested, 0.35% active | AID 720647, 2013;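 active means drop in luminescence signal, shown as inhibition above about 50% in the replicate tests, limit read from the data, passing the limit was not always enough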;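 further: agonist challenge used bursicon conditioned medium at about half maximal strength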
Statin myotox sup = suppressors of statin myotoxicity in C2C12 myotubes, primary screen, cell-based, single point, plate reader; C2C12 myotubes + simvastatin, ATP luminescence, 48 h; scaled: DMSO 0, geranylgeraniol control 100; rescue of ATP level, % at 7.49 µM; 330,000 tested, 0.78% active;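 active means mean ATP rescue above about 67%, or every replicate alone reaching that limit, limit read from the data, passing the limit was not always enough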;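 further: myotubes were challenged with 10 µM simvastatin during compound exposure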
XiGFP reactiv = activators of inactive X chromosome reactivation, primary screen, imaging, XiGFP fibroblasts, GFP high-content imaging, set 2; XiGFP mouse fibroblasts, % GFP-positive cells imaging, 3 d; cells co-treated with 5-aza-dC sensitizer; scaled so ellipticine positive control = 100%; activation, % at 7.58 µM; 360,000 tested, 0.055% active; AID 743238, 2013;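 active means mean normalized replicate activation at least 10% and every replicate at or above 10%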;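 further: 0% = median of on-plate neutral control wells and 100% = ellipticine 6 µM median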
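System: 68-5-11 XiGFP fibroblast line | Buffer or medium: DMEM containing 5-aza-dC | Compound: Single point | Times: Compounds 3 days, fix/stain 15 min at room temperature | Benchmarks: Positive control ellipticine, 6 µM final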
ERAP1 HTS inh = human ERAP1 aminopeptidase inhibitors, primary screen, biochemical, single point, plate reader; Endoplasmic reticulum aminopeptidase 1 (Homo sapiens), Q9NZ08; recombinant ERAP1, Leu-AMC fluorescence, 60 min; inhibition, % at 10.7 µM; 340,000 tested, 0.15% active;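 active means mean replicate inhibition of at least 30%, or all replicates individually reaching that 30% level; inactive means mean below 30% and not every replicate reaching it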;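 further: 0% = neutral control wells and 100% = L-leucinethiol positive control wells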
S100A4 MyoIIA = inhibitors of S100A4-myosin IIA peptide binding, primary screen, biochemical, fluorescence polarization, TAMRA-MyoIIA peptide; inhibition, % at 10.7 µM; 360,000 tested, 0.14% active; Protein S100-A4 (Homo sapiens), P26447;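 active means mean inhibition of at least 70% across replicates, with every replicate also reaching that level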
Target sequence (P26447 whole entry, looked up): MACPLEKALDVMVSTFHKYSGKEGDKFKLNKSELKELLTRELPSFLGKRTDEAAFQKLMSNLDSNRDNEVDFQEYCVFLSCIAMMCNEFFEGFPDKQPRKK
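Material: S100A4 monomer protein / Buffer or medium: 50 mM HEPES pH 7.2, 10 mM CaCl2, 100 mM KCl / Times: 5 min incubation before reading / Benchmarks: neutral control DMSO, positive control TFP / Reagent: labelled myosin peptide probe, 5 nM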
PGC1a acetyl inh = inhibitors of PGC1a acetylation signal, primary screen, cell-based, U2OS, AlphaScreen, inhibitor mode. AlphaScreen anti-acetyl-lysine; with virally co-expressed GCN5 acetyltransferase. inhibition, % at 15.6 µM. 350,000 tested, 0.17% active. AID 651687, 2012;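 active means every replicate shows inhibition of at least 40%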;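 further: 0% = neutral control wells and 100% = positive control wells; some results beyond the cut were filed as inactive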
Cneo AK release = Cryptococcus neoformans cell lysis inducers, primary screen, AK release luminescence, single concentration. 360,000 tested, 0.2% active. lysis activity, % at 15 µM. AID 651654, 2012. C. neoformans lysis, adenylate kinase release luminescence, 4 h; normalised: neutral wells 0, clomiphene wells 100;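 active means mean lysis activity across replicates of at least 80%, whatever share of replicates individually reach that level; inactive means mean lysis activity below 80%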
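Test system: log-phase Cryptococcus neoformans yeast cells. Input: 5 × 10^6 yeast cells/mL. Medium: fresh YPD growth medium. Doses: single dose. Incubation: static 4 h at 37 °C with compound, 1 h detection. Measured by: luminescent adenylate kinase detection reagent. Read-out: signal increase indicating cell lysis. Benchmarks: Clomiphene.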
SIRT5 block = SIRT5 desuccinylase inhibitors, primary screen, biochemical, fluorescence imaging, single point, set 5; AID 652115, 2013; Purified SirT5, succinyl-peptide AMC, trypsin-coupled fluorescence; NAD-dependent protein deacylase sirtuin-5, mitochondrial (Homo sapiens), Q9NXA8; 330,000 tested, 1.1% active; inhibition, % at 15 µM; in the data active means inhibition above about 15%
Target sequence (Q9NXA8 whole entry, looked up): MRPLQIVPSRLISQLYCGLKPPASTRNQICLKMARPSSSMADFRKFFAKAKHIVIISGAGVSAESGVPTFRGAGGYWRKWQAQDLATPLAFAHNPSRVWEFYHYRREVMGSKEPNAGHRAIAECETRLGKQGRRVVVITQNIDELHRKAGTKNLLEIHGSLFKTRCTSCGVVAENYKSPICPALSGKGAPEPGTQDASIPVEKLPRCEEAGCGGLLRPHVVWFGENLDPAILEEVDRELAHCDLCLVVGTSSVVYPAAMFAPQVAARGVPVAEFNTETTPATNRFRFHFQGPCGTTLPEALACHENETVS
* = called active by the depositor; x = no result given. These rows are one share of the data; the hit share may differ from the screen's.

SMILES | LGR2 antag | Statin myotox sup | XiGFP reactiv | ERAP1 HTS inh | S100A4 MyoIIA | PGC1a acetyl inh | Cneo AK release | SIRT5 block
O=C(C1CCCCC1)N1[C@@H](CO)[C@@H]2c3ccccc3N(S(=O)(=O)c3ccccc3)C[C@@H]21 | 11 | -20 | 0.6 | 4 | 11 | -6 | -3 | 0
CCOC(=O)NCCOC(=O)Nc1ccc(Cl)cc1 | -17 | 2 | 0.5 | -1 | -3 | 6 | 0 | 0
Cc1cc(C)c(S(=O)(=O)Nc2ccccc2C(=O)N2CCOCC2)c(C)c1 | 4 | 4 | 0.3 | 2 | 2 | x | -1 | 2
CCCCCCn1c(-c2cccs2)n[nH]c1=S | 4 | 20 | 0.0 | 4 | 0 | 1 | 9 | -7
CCOc1ccc(C(=O)N2CCN(c3ncccn3)CC2)cc1 | -5 | 8 | 0.0 | x | -1 | x | 0 | -4
CC(C)OCCCN1CC(=O)N2C(c3ccccc3)c3[nH]c4ccccc4c3C[C@H]2C1=O (some centres not stated) | 22 | 19 | -0.1 | 2 | -2 | -4 | -2 | 2
CC1(C)CC(=O)C2=C(C1)Nc1ccccc1NC2c1cccnc1 (configuration not stated) | 1 | x | x | 3 | 1 | 8 | 0 | 2
COc1ccc(/C=C2\SC(=O)N(CCNC(=O)C3=COCCO3)C2=O)cc1 | -37 | 2 | 0.5 | 1 | 0 | -3 | 2 | 1
O=C(C[C@H]1CC[C@@H]2[C@H](COC[C@@H](O)CN2CCC(F)(F)F)O1)NCc1ccc(Oc2ccccc2)cc1 | 1 | 7 | 0.5 | -1 | -4 | -12 | 0 | 0
CC(NC(=O)COC(=O)C1CCN(S(=O)(=O)c2ccccc2C(F)(F)F)CC1)c1ccccc1 (configuration not stated) | -1 | x | -0.1 | 1 | 1 | -1 | -1 | -4
COc1cc(/C=C2/C(=O)N(c3ccc(C(=O)O)cc3)N=C2C)cc(OC)c1O | -7 | -9 | 0.3 | 6 | -1 | -5 | 0 | 3
Cc1c(CC(=O)N2CCN(C(=O)C3COc4ccccc4O3)CC2)c(=O)oc2cc(O)ccc12 (configuration not stated) | -12 | -30 | 0.5 | -80 | 1 | 4 | -2 | -33
COc1cccc2cc(C(=O)N3CCCc4ccccc43)oc12 | 6 | -3 | 0.1 | 1 | -2 | -2 | -2 | 1
COc1ccc2c3c([nH]c2c1)[C@@H](CO)N(C(=O)C1CCCCC1)CC31CCN(C(=O)NC(C)C)CC1 | -5 | x | 0.0 | -3 | 14 | 5 | x | 3
Cc1onc(-c2ccccc2)c1C(=O)Oc1ccccc1 | -11 | x | 0.1 | 1 | -8 | 12 | -1 | -1
COC(=O)CN1C(=O)C(C)(C)Oc2ccc(C(=O)NC3CCCC3)cc21 | -19 | 14 | 0.4 | 2 | -2 | -7 | 3 | 0
C[C@@H]1CN([C@H](C)CO)C(=O)c2cc(NC(=O)Nc3cccc4ccccc34)ccc2O[C@@H]1CN(C)C(=O)Nc1ccc(F)cc1 | -44 | 24 | 0.3 | 0 | -9 | -1 | -3 | 1
CC(C)c1nc(SCC(=O)Nc2cccc(C(=O)O)c2)c2c3c(sc2n1)CCCC3 | 3 | 2 | 0.2 | -1 | -1 | 2 | -2 | 5
CSc1ccccc1NC(=O)NCCCl | -28 | 1 | 0.1 | -3 | 1 | -1 | 2 | 3
C=CCNc1nc(-c2ccc(O)c(C(N)=O)c2)cs1 | -30 | 12 | x | x | x | -1 | -2 | x
COc1cccc(S(=O)(=O)N2CCCCN3[C@H](CO)[C@H](c4ccc(C#CCC(C)C)cc4)[C@@H]3C2)c1 | 2 | -31 | 0.0 | -3 | -2 | -12 | 3 | 7
O=C1CCC(c2ccccc2)N1c1ccccc1 (configuration not stated) | -6 | 8 | 0.0 | 2 | -1 | 3 | -2 | x
CC1CCN(S(=O)(=O)c2ccc(NC(=O)CN3CCN(c4ccccc4)CC3)cc2)CC1 | 2 | 5 | x | 5 | 3 | -35 | -3 | -4
COCCCNc1nc2ccccc2nc1NS(=O)(=O)c1ccc(OC)cc1 | 5 | 17 | 0.2 | 3 | -5 | 2 | 4 | -5
COc1ccccc1/C=C/c1ccc2cccc(O)c2n1 | -52 | 1 | 0.1 | -2 | -6 | x | -5 | -2

Part of the list above in order of SMILES length, high to low.
SMILES | LGR2 antag | Statin myotox sup | XiGFP reactiv | ERAP1 HTS inh | S100A4 MyoIIA | PGC1a acetyl inh | Cneo AK release | SIRT5 block
COc1ccc2c3c([nH]c2c1)[C@@H](CO)N(C(=O)C1CCCCC1)CC31CCN(C(=O)NC(C)C)CC1 | -5 | x | 0.0 | -3 | 14 | 5 | x | 3
O=C(C1CCCCC1)N1[C@@H](CO)[C@@H]2c3ccccc3N(S(=O)(=O)c3ccccc3)C[C@@H]21 | 11 | -20 | 0.6 | 4 | 11 | -6 | -3 | 0
COc1cc(/C=C2/C(=O)N(c3ccc(C(=O)O)cc3)N=C2C)cc(OC)c1O | -7 | -9 | 0.3 | 6 | -1 | -5 | 0 | 3
Cc1cc(C)c(S(=O)(=O)Nc2ccccc2C(=O)N2CCOCC2)c(C)c1 | 4 | 4 | 0.3 | 2 | 2 | x | -1 | 2
COC(=O)CN1C(=O)C(C)(C)Oc2ccc(C(=O)NC3CCCC3)cc21 | -19 | 14 | 0.4 | 2 | -2 | -7 | 3 | 0
COc1cccc2cc(C(=O)N3CCCc4ccccc43)oc12 | 6 | -3 | 0.1 | 1 | -2 | -2 | -2 | 1

More structures:
SMILES | LGR2 antag | Statin myotox sup | XiGFP reactiv | ERAP1 HTS inh | S100A4 MyoIIA | PGC1a acetyl inh | Cneo AK release | SIRT5 block
NNC(=O)c1sc2cc(C(F)(F)F)cnc2c1-c1cccnc1 | 10 | x | 0.0 | 4 | -1 | 6 | x | 3
O=C(NCC(c1ccco1)N1CCN(c2ccc(F)cc2)CC1)C(=O)NC1CCCCC1 (configuration not stated) | -10 | -20 | 0.3 | -2 | 19 | 12 | 2 | -3
CCc1nnc(NC(=O)c2nc(Cl)ccc2Cl)s1 | 6 | -11 | 0.0 | -3 | -2 | x | 0 | -4
C[C@H]1CN([C@@H](C)CO)C(=O)c2cc(NC(=O)C3CC3)ccc2O[C@@H]1CN(C)Cc1ccc(-c2ccccc2)cc1 | -5 | -15 | -0.2 | 1 | 1 | -4 | 2 | 2
CS(=O)(=O)N1CCC(C(=O)Nc2ccc(Br)cc2F)CC1 | -1 | -16 | x | x | x | -1 | 1 | x
CC(C)(C)C(=O)C1=C(O)C(=O)N(Cc2ccccc2)C1c1ccccc1F (configuration not stated) | 3 | -8 | 0.1 | -2 | 5 | -3 | -1 | -2
O=C(NCCCN1CCCC1=O)c1cccc(S(=O)(=O)NCc2ccccc2)c1 | -1 | x | -0.3 | 0 | 1 | x | x | 2
OCCCNc1nnc(-c2ccccc2)c2ccccc12 | x | 6 | 0.0 | -2 | -5 | -5 | 0 | 0
Cc1cc(C)cc(NC(=O)N(CCC#N)Cc2cccs2)c1 | -5 | x | 0.0 | 4 | 2 | 6 | 0 | -6
O=C(NCCN1C(=O)S/C(=C\c2ccccc2F)C1=O)C1CCCN1C(=O)c1cccs1 (configuration not stated) | 4 | x | 0.3 | 0 | 11 | x | x | 2
CCC(C)NC(=O)CCC(=O)NNc1nc2ccccc2c2nc(C)nn12 (configuration not stated) | -1 | 9 | 0.1 | -1 | 0 | x | -1 | 0
Nc1ccc2nc3c(=O)[nH]c(=S)[nH]c3nc2c1 | -7 | x | 0.2 | -5 | 44 | 21 | x | 2
COc1ccccc1N(C(=O)c1cncc(Br)c1)c1nc(-c2ccc(C)cc2)cs1 | 13 | x | 0.1 | 13 | -3 | x | x | 0
CCNCC(=O)Nc1ccc(N2CCOCC2)cc1 | 11 | -5 | 0.3 | 4 | 2 | 6 | 1 | -3
CCCN1C[C@@H](C)[C@@H](OC)CN(C)C(=O)c2ccc(NC(=O)C3CC3)cc2OC[C@H]1C | 2 | 6 | 0.4 | 3 | 3 | 8 | 0 | 11
CCCNC(=O)N(C)C[C@@H]1Oc2ncc(C#CC(C)C)cc2C(=O)N([C@@H](C)CO)C[C@H]1C | -18 | 26 | -0.3 | -3 | 14 | 10 | 1 | 10
Cc1onc(-c2ccccc2)c1C(=O)NC(=S)NNC(=O)c1cccnc1 | 4 | x | 0.0 | -1 | -2 | x | 4 | -1
Cc1ccc(NC(=O)CSc2ccc3nnc(-c4ccccn4)n3n2)cc1 | -5 | x | 0.3 | 4 | -3 | x | 7 | -4
COc1ccc2c3c([nH]c2c1)[C@@H](CO)N(C(=O)C1CCC1)CC31CCN(C)CC1 | -6 | x | 0.3 | 0 | -3 | x | x | 0
CC(=O)c1ccc(NS(=O)(=O)c2ccc3c(c2)N(C)CCO3)cc1 | -5 | 6 | -0.1 | -3 | -2 | 12 | 0 | -2
O=C(Cn1cnc([N+](=O)[O-])c1)Nc1ccccc1C(F)(F)F | 0 | 1 | 0.2 | 1 | -7 | 15 | 3 | 0
COC(=O)[C@@]12CCCCN1[C@H](c1ccc(-c3cccc(Cl)c3)c(OC)c1)[C@H]1C(=O)N(C)C(=O)[C@H]12 | -5 | 2 | 0.1 | -2 | 0 | 6 | -1 | x
COc1cc(=O)[nH]c(SCC(=O)Nc2ccc3ccccc3c2)n1 | 11 | -8 | x | -1 | 0 | x | 4 | -5
O=C(CSc1nnc2ccc(-c3ccccn3)nn12)Nc1ccccc1F | 13 | x | 0.1 | -4 | -1 | x | x | 3
CCN(C(=O)CSc1nnc2ccccn12)C1CCS(=O)(=O)C1 (configuration not stated) | -17 | 0 | 0.0 | 1 | 1 | x | 2 | -2
The list goes on:
SMILES | LGR2 antag | Statin myotox sup | XiGFP reactiv | ERAP1 HTS inh | S100A4 MyoIIA | PGC1a acetyl inh | Cneo AK release | SIRT5 block
Cc1cc(N2CCOCC2)nc2ccc(NC(=S)NCCC(C)C)cc12 | 1 | -44 | 0.4 | -1 | -2 | 0 | 0 | -5
CCN(CC)C(=O)Cn1cc(C(=O)C(=O)N(C)C2CCN(C)CC2)c2ccccc21 | 15 | -1 | -0.1 | -1 | -2 | -2 | 4 | 2
CC1CCCN(C(=O)c2cc(-c3cccs3)nc3ccccc23)C1 (configuration not stated) | 10 | 1 | 0.1 | 1 | -2 | 4 | x | -6
CC(=O)Oc1ccc(C(=O)Nc2nccs2)cc1 | x | 0 | 0.3 | -3 | -2 | 8 | -3 | 3
C[C@H]1CCCCO[C@H](CN(C)S(=O)(=O)c2cccs2)[C@@H](C)CN([C@@H](C)CO)C(=O)c2cc(NC(=O)C3CCCCC3)ccc2O1 | 23 | x | -0.7 | 0 | -4 | -5 | -1 | 2
CNCc1c(OCc2ccccc2F)ccc2ccccc12 | 11 | -10 | 0.1 | -1 | -3 | x | 4 | -15
Cc1cc(C)n2nc(C(=O)NNC(=O)c3ccc(Cl)cc3)nc2n1 | -12 | -2 | -0.1 | x | -1 | 6 | x | 1

Screens: PubChem BioAssay, Broad Institute
